TrxR1 substrate = substrates of rat thioredoxin reductase 1; O89049; purified TrxR1 substrate turnover, NADPH consumption readout; AID 588456; 390,000 tested, 0.01% active; Potency, µM (series often up to 114 µM), without a hit: at the top dose activity change, negative = substrate turnover; note: potency is the fitted concentration of half-maximal effect; % is set by controls: 0 for no effect and ±100 for the full control effect; nearly all actives have a fitted effect of over 50% in size
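Rat TrxR1, dispensed at 90 nM, was prereduced with 400 uM NADPH (final) for 5 min at ~22 deg C, then incubated with compound 15 min before 400 uM selenite. A first-read NADPH fluorescence drop versus no-compound background flagged substrates.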
D2 antagonist = antagonists of human D2 dopamine receptor; HEK293 TREx D2 cells, calcium flux, dopamine EC80; inhibition, % at 10 µM; 340,000 tested, 2% active; AID 485344; in the data active = inhibition above about 30%; note: 0% is about no effect
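Read-out: kinetic calcium fluorescence (1 cycle/s) in inducible HEK293 T-REx D2 cells after an EC80 dopamine addition that followed 180 s compound preincubation. Loss of the dopamine response indicates antagonism.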
D2 agonist = activates the human D2 dopamine receptor; P14416; HEK293 T-REx D2 cells, calcium flux agonist mode; activation, % at 2 µM; 340,000 tested, 0.53% active; AID 485358;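 active = activation over 3 SD above normal in the single-dose calcium agonist read, cut at about 30% in these data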; note: 0% is about no effect
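In this primary screen, compounds producing a positive calcium signal within 180 s of addition to tetracycline-induced, force-coupled HEK293 Trex D2 cells are flagged; cells are dye-loaded with a no-wash calcium kit beforehand.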
TRHR ag = agonists of human TRH receptor. P34981. 360,000 tested, 0.18% active. activation, % at 2 µM. AID 493084. TRHR cells, calcium flux fluo-8, FDSS agonist mode; in the data active = activation above about 30%; note: 0% is about no effect
Target sequence (P34981 whole entry, looked up): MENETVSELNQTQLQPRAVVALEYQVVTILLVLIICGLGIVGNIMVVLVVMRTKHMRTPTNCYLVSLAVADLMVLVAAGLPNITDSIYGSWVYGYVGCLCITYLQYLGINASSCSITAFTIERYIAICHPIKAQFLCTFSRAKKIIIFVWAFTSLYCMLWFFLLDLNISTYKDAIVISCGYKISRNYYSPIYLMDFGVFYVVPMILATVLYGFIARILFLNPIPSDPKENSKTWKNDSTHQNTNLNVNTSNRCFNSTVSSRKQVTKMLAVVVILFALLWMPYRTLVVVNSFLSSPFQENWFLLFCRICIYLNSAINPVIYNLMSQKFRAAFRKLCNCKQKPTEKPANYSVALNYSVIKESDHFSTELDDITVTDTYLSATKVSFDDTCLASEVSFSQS
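TRHR-expressing cells, plated overnight in medium with 10% serum, were loaded with fluo-8 calcium dye at room temperature. After a 10 s baseline, library compound was pin-added and calcium release was recorded kinetically (ex 480/em 530) as agonist response.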
USP1 inh = blocks the human USP1/UAF1 deubiquitinase complex | O94782 | recombinant USP1/UAF1, Ub-Rhodamine cleavage fluorescence | Potency, µM (series often up to 57.1 µM), inactives show at the highest dose activity change, negative = inhibition, usual class: inhibitors | 390,000 tested, 0.23% active | AID 743255; note: potency is the fitted concentration of half-maximal effect; % is set by controls: 0 for no effect and ±100 for the full control effect; nearly all actives have a fitted effect of over 60% in size; inactives centre near -12
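USP1/UAF1 complex (1 nM) preincubated 15 min at room temperature with compound, then Ub-Rho substrate (150 nM final) added. Kinetic fluorescence at 480/540 nm over 6 reads at 60 s intervals; 50 mM HEPES pH 7.8, 0.5 mM EDTA, 0.1 mg/ml BSA, 1 mM TCEP, 0.01% Tween-20.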
Pin1 inh = human Pin1 inhibition. Pin1 FP peptide displacement, HiFluor488, 10 min. Potency, µM (titrated, usually from 115 µM), for inactives: at the highest dose activity, negative = inhibition, most hits filed as inhibitors. 390,000 tested, 0.009% active. AID 504891; active = well fitted inhibition curve with a large enough effect in the polarisation, with a control signal flat, not every such curve was filed as active; inconclusive = small, poorly fitted or top-dose-only effect, or effect the other way, or a change in a side signal; inactive = no such curve, though single readings can be large or run the other way; the % refers to the polarisation; note: potency is the fitted concentration of half-maximal effect; % is set by controls: 0 for no effect and ±100 for the full control effect
Target sequence (Q13526 whole entry, looked up): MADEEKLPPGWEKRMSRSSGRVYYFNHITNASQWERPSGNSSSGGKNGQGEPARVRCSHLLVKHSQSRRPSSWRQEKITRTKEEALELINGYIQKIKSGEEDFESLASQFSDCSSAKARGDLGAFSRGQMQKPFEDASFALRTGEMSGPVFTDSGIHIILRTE
rTrxR1 inhibitor = rat TrxR1 inhibition. O89049. recombinant rTrxR1, NADPH fluorescence consumption, selenite substrate. Potency, µM (doses to about 114 µM), without a hit: at the top dose activity change, negative = inhibition, usual class: inhibitors. 390,000 tested, 1% active. AID 588453; note: potency is the fitted concentration of half-maximal effect; % is set by controls: 0 for no effect and ±100 for the full control effect; nearly all actives have a fitted effect of over 65% in size
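Rat TrxR1 (90 nM in the dispensed reagent) was pre-reduced with 400 uM NADPH for 5 min at room temperature, then incubated with compound for 15 min. After 400 uM selenite was added, NADPH fluorescence (Ex 340/Em 450 nm) was followed for 8 min.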
mIDH1 inhibitor = blocks human mutant IDH1 R132H enzyme | O75874 | 390,000 tested, 0.093% active | Potency, µM (titrated, usually from 76.6 µM), for the others: top-dose activity change, negative = inhibition, usual class: inhibitors | IDH1-R132H enzyme, NADPH consumption, diaphorase/resazurin fluorescence; note: potency is the fitted concentration of half-maximal effect; % is set by controls: 0 for no effect and ±100 for the full control effect; nearly all actives have a fitted effect of over 65% in size
Target sequence (O75874 whole entry R132H, stated change not applied): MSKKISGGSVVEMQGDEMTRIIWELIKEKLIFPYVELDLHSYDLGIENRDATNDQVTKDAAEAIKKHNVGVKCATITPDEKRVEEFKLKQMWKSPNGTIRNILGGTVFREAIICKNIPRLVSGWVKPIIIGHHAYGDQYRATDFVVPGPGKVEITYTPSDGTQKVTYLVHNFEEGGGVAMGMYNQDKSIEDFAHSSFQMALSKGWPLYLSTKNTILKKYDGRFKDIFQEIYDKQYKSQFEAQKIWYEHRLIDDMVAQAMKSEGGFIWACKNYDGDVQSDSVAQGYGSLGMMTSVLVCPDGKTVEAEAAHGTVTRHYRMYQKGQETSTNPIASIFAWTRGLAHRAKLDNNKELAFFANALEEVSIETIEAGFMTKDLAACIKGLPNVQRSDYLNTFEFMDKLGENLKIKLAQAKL
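IDH1-R132H (0.5 ug/mL dispensed) in pH 7.5 Tris buffer was preincubated 30 min with compound, then given a substrate mix of 0.016 mM NADPH and 2 mM alpha-KG for 80 min at room temperature; remaining NADPH was read by diaphorase/resazurin fluorescence.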
TRHR enhancer = allosterically enhances the human TRH receptor; TRHR cells, fluo-8 calcium fluorescence, EC20 TRH enhancement; P34981; enhancement, % at 2 µM; 360,000 tested, 0.66% active; in the data active = enhancement above about 30%; note: 0% is about no effect
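TRHR-expressing cells loaded with fluo-8 calcium dye were read kinetically (ex 480/em 530) during compound addition, then stimulated with an EC20 of TRH (10 nM final). Enhancement of the Gq-mediated intracellular calcium response was scored.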
* hit, by the source's call; ? = inconclusive; / = not tested or not shown; [ ] = another dose, or the depositor's remark. Unless noted, calls come from the whole dose curve; as a rule, active = well fitted inhibition curve with a large enough effect; inconclusive = small, poorly fitted or top-dose-only effect; inactive = no such curve, though single readings can be large or run the other way. A portion of the library (hit frequency here may not be typical).

compound | TrxR1 substrate | D2 antagonist | D2 agonist | TRHR ag | USP1 inh | Pin1 inh | rTrxR1 inhibitor | mIDH1 inhibitor | TRHR enhancer
O=C(CSc1nnc(NC(=O)Cc2ccc(F)cc2)s1)NCc1ccco1 | 0%[57.1 µM] | -1 | 0.2 | -0.1 | 4% | 8% | -15%[57.1 µM] | -10% | -5
C#CCCOC(=O)N1C2=NC(C(=O)OC)=C(C(=O)OC)[C@@H]3N(C)c4ccccc4[C@]23C[C@H]1C(=O)OC | -9%[57.1 µM] | / | / | 0.0 | -22% | 7% | 11%[57.1 µM] | -1% | 5
COC(=O)c1ccc(Sc2ccccc2NS(=O)(=O)c2ccc(OC)cc2)nc1 | 9%[57.1 µM] | -43 | -0.2 | -0.3 | -15% | -2% | 19%[57.1 µM] | -3% | 1
COc1ccc(NC(=S)N2CCNC(=O)C2CC(=O)Nc2cccc(Cl)c2C)cc1 (stereo unspecified) | -1% | -21 | 1.3 | 0.3 | -11% | -1% | 13% | 6% | -2
O=C(NCc1ccccn1)C1CCN(S(=O)(=O)N2CCCCC2)CC1 | 10% | -21 | -0.2 | 0.4 | -22% | 0% | 25% | 6% | -1
CCc1ccc(NC(=O)CCNC(=O)Cn2ccc3ccccc3c2=O)cc1 | 4% | 6 | 0.9 | -0.7 | -10% | 20% | 18% | -7% | -1
CCN(CC)c1ccc(NC(=O)CCCCC(=O)Nc2ccc(N(CC)CC)cc2)cc1 | 2% | / | / | / | -12% | 6% | 16% | 6% | /
COC(=O)c1ccc(COc2cc([N+](=O)[O-])cc3cccnc23)o1 | -2% | -5 | -0.1 | 0.9 | -28% | ? | -2% | 3% | -3
N#CCCN(C(=O)COC(=O)CCN=C1NS(=O)(=O)c2ccccc21)c1ccc(F)cc1 | -6% | -4 | -0.5 | 0.3 | -5% | -2% | -2% | 0% | 5
Cc1ccc(C(=O)COC(=O)c2ccc(-c3cnc4ccccc4n3)cc2)cc1C | -7% | 3 | -0.3 | 0.6 | 0% | 2% | -21% | 3% | -4
O=C(c1ccc(Cl)cc1)N1CCC(O)(CSc2ccc(Cl)cc2)CC1 | -4% | / | / | / | 4% | 0% | -3% | 0% | /
CC(C)OP(=O)(OC(C)C)C(C)NC(=O)Cc1ccccc1 (stereo unspecified) | 2% | 7 | 1.4 | 0.1 | -20% | 2% | 8% | 6% | 5
COC(=O)c1ccc(CSc2ncnc3c2oc2ccccc23)o1 | 7% | -3 | 0.6 | 0.1 | 0% | 9% | 1% | 7% | -5
Cc1ccc(OCc2nnc(-c3ccccc3)o2)cc1 | 3% | / | -0.7 | -1.0 | 7% | 1% | 12% | -1% | 1
c1ccc(Cn2c(-c3cncs3)nc3ccccc32)cc1 | -9% | 6 | -1.3 | 0.1 | -5% | 1% | -18% | -3% | -11
O=C(N/N=C/c1ccccn1)c1ccc([N+](=O)[O-])cc1 | -11%[57.1 µM] | 9 | -0.3 | -1.2 | 4% | 1% | 24%[57.1 µM] | 5% | 3
Cc1nnc2n(c1=O)C(CS(=O)(=O)c1ccc3ccccc3c1)CS2 (stereo unspecified) | 7%[57.1 µM] | 3 | -0.1 | -0.4 | -16% | -2% | 17%[57.1 µM] | 7% | 33*
NC(=O)c1ccsc1NC(=O)CCS(=O)(=O)c1ccc(F)cc1 | -5% | 9 | 0.6 | 0.4 | -24% | -1% | -8% | 3% | -1
Cc1nn(Cc2ccc(C(=O)N3CCN(C(=O)c4ccco4)CC3)o2)c(C)c1[N+](=O)[O-] | -10% | 8 | 0.2 | -0.2 | -14% | -9% | -17% | 12% | -4
O=C(CC(NCc1cccnc1)C(=O)O)Nc1ccc(O)cc1 (stereo unspecified) | -1% | / | 1.7 | 0.4 | 4% | -8% | -5% | 17% | 0
Cn1nnnc1SCC(=O)Nc1sccc1C(N)=O | 3%[11.4 µM] | / | / | / | -1% | 7% | 13%[11.4 µM] | -1% | /
Cn1cnnc1SCC(=O)N1CCC(Cc2ccccc2)CC1 | -10% | 1 | -0.1 | -0.3 | 4% | -2% | -2% | 1% | -3
CC(C)c1nnc(NC(=O)CCC(=O)Nc2ccc(F)cc2)s1 | -4%[57.1 µM] | -13 | 0.0 | 0.9 | 6% | 2% | 12% | -2% | 0
COC(=O)c1ccc(N2NC(=O)/C(=C/c3ccc(OC)c(OC)c3)C2=O)cc1 | -4% | 11 | 1.1 | 0.3 | -11% | 0% | 2% | -10% | -7
CCOc1cc(/C=N/NC(=O)C(=O)Nc2cc(Cl)ccc2C)ccc1O | -2% | -5 | 0.3 | -1.6 | -3% | 4% | 2% | 0% | 2
CC(=O)c1ccc(NC(=O)COc2ccccc2-c2nc(-c3ccccc3)no2)cc1 | 1% | / | -1.6 | -0.5 | -10% | 5% | 3% | -1% | 7
COc1ccccc1N(CC(=O)Nc1ccccc1C(=O)NC(C)C)S(C)(=O)=O | -3% | -10 | 0.6 | -0.4 | -11% | -2% | -7% | -1% | 3
O=C(O)c1ccc(-n2ccnc2)c([N+](=O)[O-])c1 | 3% | -10 | -0.1 | 0.9 | -7% | -6% | 3% | 4% | 1
Cc1cc(=O)[nH]c(Sc2c(-c3ccccc3)c3ccccc3[nH]c2=O)n1 | 1% | -8 | 0.3 | 0.8 | -17% | -10% | -16% | 3% | -1
O=C(c1ccc(S(=O)(=O)N2CCCC2)cc1)N1CCN(c2cccc(Cl)c2)CC1 | -5% | -4 | -0.1 | -0.9 | -18% | -5% | -6% | 7% | -2
COC(=O)c1c(NC(=O)COC(=O)c2ccc(Cl)cc2[N+](=O)[O-])sc2c1CCCCC2 | -11% | -18 | 0.3 | 0.4 | -7% | 2% | -15% | 7% | -6
CN(CC(=O)Nc1ccc(Cl)c(C(F)(F)F)c1)C(=O)c1cccc(N2C(=O)CCC2=O)c1 | -5% | -37 | 0.8 | 0.3 | -13% | 0% | -8% | -18% | 9

Taken from the entries so far for reference:
compound | TrxR1 substrate | D2 antagonist | D2 agonist | TRHR ag | USP1 inh | Pin1 inh | rTrxR1 inhibitor | mIDH1 inhibitor | TRHR enhancer
Cn1nnnc1SCC(=O)Nc1sccc1C(N)=O | 3%[11.4 µM] | / | / | / | -1% | 7% | 13%[11.4 µM] | -1% | /
Cn1cnnc1SCC(=O)N1CCC(Cc2ccccc2)CC1 | -10% | 1 | -0.1 | -0.3 | 4% | -2% | -2% | 1% | -3
CC(C)c1nnc(NC(=O)CCC(=O)Nc2ccc(F)cc2)s1 | -4%[57.1 µM] | -13 | 0.0 | 0.9 | 6% | 2% | 12% | -2% | 0
COC(=O)c1ccc(N2NC(=O)/C(=C/c3ccc(OC)c(OC)c3)C2=O)cc1 | -4% | 11 | 1.1 | 0.3 | -11% | 0% | 2% | -10% | -7
CCOc1cc(/C=N/NC(=O)C(=O)Nc2cc(Cl)ccc2C)ccc1O | -2% | -5 | 0.3 | -1.6 | -3% | 4% | 2% | 0% | 2
CC(=O)c1ccc(NC(=O)COc2ccccc2-c2nc(-c3ccccc3)no2)cc1 | 1% | / | -1.6 | -0.5 | -10% | 5% | 3% | -1% | 7
COc1ccccc1N(CC(=O)Nc1ccccc1C(=O)NC(C)C)S(C)(=O)=O | -3% | -10 | 0.6 | -0.4 | -11% | -2% | -7% | -1% | 3
O=C(O)c1ccc(-n2ccnc2)c([N+](=O)[O-])c1 | 3% | -10 | -0.1 | 0.9 | -7% | -6% | 3% | 4% | 1
Cc1cc(=O)[nH]c(Sc2c(-c3ccccc3)c3ccccc3[nH]c2=O)n1 | 1% | -8 | 0.3 | 0.8 | -17% | -10% | -16% | 3% | -1

The list continues:
structure	TrxR1 substrate	D2 antagonist	D2 agonist	TRHR ag	USP1 inh	Pin1 inh	rTrxR1 inhibitor	mIDH1 inhibitor	TRHR enhancer
S=C(NCc1ccc2c(c1)OCO2)Nc1ccc2nsnc2c1	-4%	-3	-2.0	1.6	-11%	-2%	-45%	16%	-2
COc1ccc(S(=O)(=O)N2CCCCC2)cc1NC(=O)CCC(=O)N1CCC(c2ccccc2)=N1	-5%	/	/	/	-24%	-6%	-1%	-1%	/
Cc1c(C(=O)N2CCC2)oc2ccc(Cl)cc12	7%[57.1 µM]	/	/	/	-8%	6%	12%[57.1 µM]	3%	/
CC(=O)c1ccc(Oc2ncnc3sccc23)c(CN2CCOCC2)c1	15%[57.1 µM]	-10	1.0	0.3	-19%	0%	15%[57.1 µM]	2%	2
COc1cccc(-c2ccc(SCc3ccccn3)nn2)c1	4%[57.1 µM]	-19	-1.0	0.2	-2%	0%	-5%[57.1 µM]	2%	-1
Cc1ccc(Cl)cc1N(C)C(=O)c1sc2nc3n(c(=O)c2c1C)CCCC3	-12%	/	0.7	-0.3	-17%	2%	-17%	-18%	1
CSc1ccccc1C(=O)C1CCCN(C(=O)c2ccc(N3CCOCC3)cc2)C1 (stereo unspecified)	-4%	-1	0.1	-0.9	-11%	0%	-4%	9%	-6
CCN(CC)C(=O)Cn1c(=O)n(Cc2ccc(C(=O)NCCc3ccc(OC)c(OC)c3)cc2)c(=O)c2ccccc21	8%	/	-0.2	-0.6	-22%	-7%	18%	-6%	-6
Clc1nc(NC2CCCCC2)c2cn[nH]c2n1	2%	/	/	/	1%	-2%	2%	-1%	/
C/C(=N/OC(=O)c1c(-c2c(F)cccc2Cl)noc1C)c1cnccn1	1%	-1	0.0	-0.1	-6%	-5%	10%	-2%	11
